Screening data (PubChem BioAssay)
D2 PAM: HTS Assay for Positive Allosteric Modulators of the Human D2 Dopamine Receptor: Primary Screen for Potentiators; D(2) dopamine receptor (Homo sapiens), P14416; 340,000 compounds, 0.34% hits; HEK293 T-REx D2, calcium flux, EC20 dopamine potentiation; potentiation, % at 10 µM;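 active = potentiation over 3 SD above the plate norm, cut at about 30% in these data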; note: 0% is about no effect
Target sequence (P14416 whole entry, looked up): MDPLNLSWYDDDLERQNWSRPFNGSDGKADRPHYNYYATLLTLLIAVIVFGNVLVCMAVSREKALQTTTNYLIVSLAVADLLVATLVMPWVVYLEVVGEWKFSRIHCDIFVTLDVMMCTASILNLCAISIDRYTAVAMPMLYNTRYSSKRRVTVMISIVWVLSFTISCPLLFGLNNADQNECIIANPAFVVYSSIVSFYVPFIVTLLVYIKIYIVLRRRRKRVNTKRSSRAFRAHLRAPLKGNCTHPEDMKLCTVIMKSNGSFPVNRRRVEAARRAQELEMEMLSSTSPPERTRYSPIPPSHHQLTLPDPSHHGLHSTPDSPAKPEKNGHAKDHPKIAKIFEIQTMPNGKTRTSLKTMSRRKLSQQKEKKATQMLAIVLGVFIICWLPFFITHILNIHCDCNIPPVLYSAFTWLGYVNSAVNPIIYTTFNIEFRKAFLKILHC
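Calcium flux readout, no-wash dye, 1 read/s. Inducible HEK293 Trex D2 line, overnight 30 C. Compound alone 180 s (agonist flags), then EC20 dopamine, another 180 s to score potentiation.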
D1 ag: Allosteric Agonists of the Human D1 Dopamine Receptor: qHTS | D(1A) dopamine receptor (Homo sapiens), P21728 | activation, % at 2 µM | HEK293 T-REx D1 cells, calcium flux, agonist mode | 360,000 compounds, 1% hits; in the data active = activation above about 30%; note: 0% is about no effect
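Agonism was scored from calcium flux recorded over 180 s (1 read/s) after pintool compound addition, following a 10-cycle baseline. Cells were inducible force-coupled HEK293 TREx D1, plated overnight at 30 C and loaded with no-wash calcium dye.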
RXFP1 ag: qHTS Assay for Agonists of the Relaxin Receptor RXFP1 | Relaxin receptor 1 (Homo sapiens), Q9HBX9 | HEK293T-RXFP1 cAMP TR-FRET, 30 min; response scale: percent of porcine relaxin response, buffer zero | Potency, µM (top dose mostly 57.5 µM), for inactives: at the highest dose activation, most hits filed as activators | 370,000 compounds, 0.3% hits; note: potency is the fitted concentration of half-maximal effect; % is set by controls: 0 for no effect and ±100 for the full control effect; nearly all actives have a fitted effect of over 60% in size; many of its hits are not listed in these tables
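HEK293 cells stably expressing RXFP1, treated 30 min at 37C with compounds plus PDE4 inhibitor Ro 20174; cAMP measured by HTRF TR-FRET. Normalized to buffer and 29 nM porcine relaxin; EC50 by Hill fit.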
Vif-A3G inh: qHTS for Inhibitors of Vif-A3G Interactions: qHTS; HeLa A3G-eYFP + Vif (tagged APOBEC3G with the HIV-1 protein that degrades it), YFP fluorescence, overnight; 410,000 compounds, 0.076% hits; DNA dC->dU-editing enzyme APOBEC-3G (Homo sapiens), Q9HC16; Potency, µM (highest dose often 46.1 µM), for inactives: top-dose activity, negative = active, actives largely listed as inhibitors;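 note: potency is the fitted concentration of half-maximal effect; % is set by controls: 0 for no effect and ±100 for the full control effect; nearly all actives have a fitted effect of over 60% in size; hits raise eYFP signal because A3G escapes Vif-driven loss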
Target sequence (Q9HC16 whole entry, looked up): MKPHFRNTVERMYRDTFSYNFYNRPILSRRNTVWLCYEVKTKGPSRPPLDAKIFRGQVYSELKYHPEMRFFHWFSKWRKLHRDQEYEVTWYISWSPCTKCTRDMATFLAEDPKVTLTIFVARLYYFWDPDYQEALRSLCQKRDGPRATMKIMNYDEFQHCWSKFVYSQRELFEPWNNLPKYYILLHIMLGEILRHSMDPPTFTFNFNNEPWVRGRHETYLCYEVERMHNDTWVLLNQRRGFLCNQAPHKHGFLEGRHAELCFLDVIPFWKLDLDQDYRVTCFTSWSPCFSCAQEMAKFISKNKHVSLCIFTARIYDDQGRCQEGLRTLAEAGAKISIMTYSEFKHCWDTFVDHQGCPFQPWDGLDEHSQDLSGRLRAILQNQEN
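Read-out is eYFP fluorescence (Ex 488/Em 500-530) from Vif-expressing HeLa A3G-eYFP cells; more signal means A3G escaped Vif-mediated degradation. Cells plated overnight, compound pinned in, incubated overnight at 37 deg C.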
GRP78 ERSR act: qHTS for Inducers of the Endoplasmic Reticulum Stress Response (ERSR) in Human Glioma: qHTS; U87-MG GRP78 promoter luciferase reporter, 16 h; 420,000 compounds, 0.02% hits; Potency, µM, inactives show at the highest dose activation, usual class: activators; note: potency is the fitted concentration of half-maximal effect; series mostly up to about 76 µM; % of control where 0% means no effect; nearly all actives have a fitted effect of over 35% in size
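Stably transfected U87-MG glioma cells carrying a GRP78-based luciferase sensor; 16 h compound incubation. Luminescence end-point read 10 min after Bright-Glo addition at room temperature.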
Vif-A3F inh: qHTS for Inhibitors of Vif-A3F Interactions: qHTS. Potency, µM (series often up to 46.1 µM), for inactives: at the highest dose activity, negative = active. AID 602313, 2012. 390,000 compounds, 0.2% hits. HeLa A3F-eYFP + Vif (tagged APOBEC3F with the HIV-1 protein that degrades it), YFP fluorescence increase; note: potency is the fitted concentration of half-maximal effect; % of control where 0% means no effect; nearly all actives have a fitted effect of over 65% in size
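HeLa cells stably expressing A3F-eYFP plus Vif, plated and incubated overnight at 37 deg C, then exposed to compounds overnight at 37 deg C. Blocked degradation read as raised yellow fluorescence (Ex 488/Em 500-530).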
RXFP1 antag: qHTS Assay for Antagonists of the Relaxin Receptor RXFP1; activity change, negative = inhibition, % at 57.5 µM; Relaxin receptor 1 (Homo sapiens), Q9HBX9; HEK293-RXFP1, relaxin-stimulated cAMP HTRF, 30 min; stronger effect = lower value; AID 1259400, 2018; 350,000 compounds, 0.59% hits;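 active = activity change of -60% or lower, but not beyond a set lower limit; inconclusive = change between -60% and -40%, or beyond the set limit; inactive = change above -40%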; note: % is set by controls: 0 for no effect and ±100 for the full control effect
D1 antag: Antagonist of Human D 1 Dopamine Receptor: qHTS; D(1A) dopamine receptor (Homo sapiens), P21728; HEK293 TREx D1 cells, calcium flux, dopamine EC80; stronger effect = lower value; activity change, negative = inhibition, % at 10 µM; 360,000 compounds, 3.2% hits; in the data active = activity change below about -30%; note: % is set by controls: 0 for no effect and ±100 for the full control effect
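Antagonism measured as reduced calcium response to an EC80 dopamine addition following 180 s compound pre-read; cells were inducible HEK293 Trex D1 plated overnight at 30 C, read kinetically at 1 cycle/sec.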
D1 potentiator: Potentiators of Human D1 Dopamine Receptor: qHTS. D(1A) dopamine receptor (Homo sapiens), P21728. 360,000 compounds, 0.036% hits. potentiation, % at 10 µM. HEK293 TREx D1 cells, calcium flux, dopamine EC20 potentiation. AID 504651, 2011; in the data active = potentiation above about 30%; note: 0% is about no effect
The depositor's hits bear a star. Unless noted, calls come from the whole dose curve; as a rule, active = well fitted curve in the direction sought with a large enough effect; inconclusive = small, poorly fitted or top-dose-only effect, or another doubt; inactive = no such curve, though single readings can be large; an effect the other way counts as inactive or inconclusive. Only part of the results is shown; rates above refer to the full screens.

For CN(C)CCNC(=O)c1ccc(-n2c(-c3ccccc3)cc3c2CCCCC3)cc1 the results were D2 PAM -7.6, D1 ag 3.0, RXFP1 ag 0.6%, Vif-A3G inh inconclusive, GRP78 ERSR act -4.8%, Vif-A3F inh -12.0%, RXFP1 antag -8.4, D1 antag 2.2 and D1 potentiator -5.8.
`S=C(NCCCN1CCOCC1)Nc1ccc(N2CCOCC2)cc1` gave D2 PAM -11.3, D1 ag 2.3, RXFP1 ag -1.4%, Vif-A3G inh -5.2%, GRP78 ERSR act 2.5%, Vif-A3F inh 0.0%, RXFP1 antag 7.9, D1 antag 5.4 and D1 potentiator -4.1.
CC1CC1C(=O)OCc1cc(=O)n2cc(Br)ccc2n1 (configuration not stated) was read as D2 PAM -1.2, D1 ag 1.9, RXFP1 ag 16.4%, Vif-A3G inh 0.4%, GRP78 ERSR act -12.0%, Vif-A3F inh -4.9%, RXFP1 antag 1.2, D1 antag -9.1 and D1 potentiator 8.9.
`CC(C)c1ccc(S(=O)(=O)Nc2ccc(SC(F)F)cc2)cc1` gave D2 PAM -2.1, D1 ag 13.1, RXFP1 ag 0.9%, Vif-A3G inh -12.6%, GRP78 ERSR act -3.0%, Vif-A3F inh 2.4%, D1 antag -9.3 and D1 potentiator 0.5.
For COc1cccc(S(=O)(=O)N(C)C[C@@H]2Oc3ncc(C#CCN(C)C)cc3C(=O)N([C@H](C)CO)C[C@H]2C)c1 the results were Vif-A3G inh -2.4%, GRP78 ERSR act -2.4%, Vif-A3F inh 2.5% and RXFP1 antag 7.5.
`CCc1ccc2nc(N(CCN(CC)CC)C(=O)c3cccs3)sc2c1` gave D2 PAM 1.1, D1 ag 7.6, RXFP1 ag 1.7%, Vif-A3G inh 3.4%, GRP78 ERSR act -2.2%, Vif-A3F inh -3.3%, RXFP1 antag -10.3, D1 antag -2.8 and D1 potentiator -3.5.
`CCC(C)NC(=S)N(CCc1ccccc1)Cc1cc2cc(OC)c(OC)cc2[nH]c1=O` (configuration not stated) gave D2 PAM -1.3, D1 ag 0.0, RXFP1 ag -0.1%, Vif-A3G inh -1.7%, GRP78 ERSR act -3.3%, Vif-A3F inh -7.8%, RXFP1 antag -5.4, D1 antag -3.7 and D1 potentiator -2.4.
`CCOC(=O)CCCCC(=O)c1[nH]c(=O)[nH]c1C[n+]1ccc(C)cc1` gave D2 PAM -0.5, D1 ag 4.8, RXFP1 ag 1.7%, Vif-A3G inh -1.5%, GRP78 ERSR act 3.0%, Vif-A3F inh -10.8%, RXFP1 antag -9.7, D1 antag 9.3 and D1 potentiator -4.8.
`Cc1ccc(S(=O)(=O)Oc2ccccc2[N+](=O)[O-])cc1` gave Vif-A3G inh -0.6%, GRP78 ERSR act 2.5%, Vif-A3F inh -10.2% and RXFP1 antag -8.1.
For CCCc1cc(C(=O)NCc2ccco2)no1 the results were D1 ag 0.1, RXFP1 ag 2.9%, Vif-A3G inh -0.1%, GRP78 ERSR act -0.5%, Vif-A3F inh 0.6%, RXFP1 antag 1.7, D1 antag -34.9* and D1 potentiator -9.2.

An excerpt from above in order of number of heavy atoms, falling:
`CCc1ccc2nc(N(CCN(CC)CC)C(=O)c3cccs3)sc2c1` gave D2 PAM 1.1, D1 ag 7.6, RXFP1 ag 1.7%, Vif-A3G inh 3.4%, GRP78 ERSR act -2.2%, Vif-A3F inh -3.3%, RXFP1 antag -10.3, D1 antag -2.8 and D1 potentiator -3.5.
`CC(C)c1ccc(S(=O)(=O)Nc2ccc(SC(F)F)cc2)cc1` gave D2 PAM -2.1, D1 ag 13.1, RXFP1 ag 0.9%, Vif-A3G inh -12.6%, GRP78 ERSR act -3.0%, Vif-A3F inh 2.4%, D1 antag -9.3 and D1 potentiator 0.5.
For CCCc1cc(C(=O)NCc2ccco2)no1 the results were D1 ag 0.1, RXFP1 ag 2.9%, Vif-A3G inh -0.1%, GRP78 ERSR act -0.5%, Vif-A3F inh 0.6%, RXFP1 antag 1.7, D1 antag -34.9* and D1 potentiator -9.2.

Continuation:
Screening COc1ccc([N+](=O)[O-])cc1-n1cnnn1 returned D2 PAM 10.4, D1 ag 1.1, RXFP1 ag 2.2%, Vif-A3G inh 0.4%, GRP78 ERSR act -4.0%, Vif-A3F inh 9.3%, RXFP1 antag -18.6, D1 antag 9.3 and D1 potentiator -1.6.
`Cc1c(C(=O)OC2CCCC2C)[nH]c2c1C(=O)CCC2` (configuration not stated) gave D2 PAM -9.3, D1 ag 3.1, RXFP1 ag -2.3%, Vif-A3G inh -8.7%, GRP78 ERSR act 0.5%, Vif-A3F inh -1.6%, RXFP1 antag -13.2, D1 antag 0.2 and D1 potentiator 2.2.
For CCC(=O)Nc1ccc(NC(=O)CSc2nnc(-c3ccco3)n2CC)cc1 the results were D1 ag -0.2, RXFP1 ag 3.8%, Vif-A3G inh 1.4%, GRP78 ERSR act -5.4%, Vif-A3F inh -17.6%, RXFP1 antag -1.6, D1 antag 0.6 and D1 potentiator -7.0.
Screening c1ccc2c(c1)c1c(c3ccccc32)CN2CCCC2C1 (configuration not stated) returned Vif-A3G inh -7.5%, GRP78 ERSR act -4.8%, Vif-A3F inh 4.8% and RXFP1 antag 3.4.
Screening Cc1ccc(S(=O)(=O)NCCC(=O)NCC(c2cccs2)N(C)C)cc1C (configuration not stated) returned D2 PAM 1.8, D1 ag -0.3, RXFP1 ag 0.1%, Vif-A3G inh -0.1%, GRP78 ERSR act -1.0%, Vif-A3F inh 1.7%, RXFP1 antag 0.1, D1 antag 8.9 and D1 potentiator -0.2.
CN(CCc1ccccn1)C(=O)Nc1ccc(F)cc1 was read as D2 PAM 14.2, D1 ag -0.6, RXFP1 ag 0.0%, Vif-A3G inh -3.7%, GRP78 ERSR act -0.4%, Vif-A3F inh 0.5%, RXFP1 antag 0.8, D1 antag 6.2 and D1 potentiator 1.6.
`COc1ccc(S(=O)(=O)N2CCN(CC(=O)N3CCc4ccccc4C3)CC2)cc1OC` gave D2 PAM -13.3, D1 ag 0.0, RXFP1 ag -1.8%, Vif-A3G inh 0.2%, GRP78 ERSR act -2.5%, Vif-A3F inh 4.3%, RXFP1 antag -7.8, D1 antag -14.8 and D1 potentiator 6.2.
Screening Cc1ccc(-c2nc(S(=O)(=O)c3ccc(C)cc3)c(N3CCOCC3)o2)cc1 returned D2 PAM 17.5, D1 ag 1.9, RXFP1 ag 1.3%, Vif-A3G inh -2.3%, GRP78 ERSR act -6.9%, Vif-A3F inh 9.1%, RXFP1 antag -2.7, D1 antag 41.4 and D1 potentiator 3.0.
Screening COc1ccc2c(c1)c(C(=O)CN1CCCCC1)c(C)n2C returned Vif-A3G inh 2.2%, GRP78 ERSR act -3.6%, Vif-A3F inh 7.8% and RXFP1 antag -4.6.
`CCCCOc1ccccc1N` gave D2 PAM 6.9, D1 ag 1.0, RXFP1 ag 2.1%, Vif-A3G inh -0.1%, GRP78 ERSR act -1.9%, Vif-A3F inh -1.8%, RXFP1 antag -5.3, D1 antag 2.0 and D1 potentiator -0.2.
For Cc1ccc(S(=O)(=O)NCC(=O)N(CC(=O)NCC2CCCO2)CC2CCCO2)cc1 (configuration not stated) the results were D2 PAM -3.7, D1 ag 4.9, RXFP1 ag 0.5%, Vif-A3G inh 0.6%, GRP78 ERSR act -2.5%, Vif-A3F inh -8.9%, RXFP1 antag -15.5, D1 antag -4.6 and D1 potentiator 5.5.
O=C(COC(=O)CNS(=O)(=O)c1ccc(F)c(F)c1F)Nc1ccc(OC(F)F)cc1 was read as D2 PAM 5.2, D1 ag -2.2, RXFP1 ag 2.0%, Vif-A3G inh 4.4%, GRP78 ERSR act -3.4%, Vif-A3F inh 1.1%, D1 antag -1.8 and D1 potentiator -7.6.
For COc1cccc2sc(N(Cc3cccnc3)C(=O)C3CCCCC3)nc12 the results were D2 PAM -11.3, D1 ag 4.9, RXFP1 ag 0.0%, Vif-A3G inh -0.7%, GRP78 ERSR act -4.3%, Vif-A3F inh 0.5%, RXFP1 antag -13.3 and D1 potentiator -1.0.
CCOC(=O)c1c(NC(=O)COc2cccc(C(F)(F)F)c2)sc2c1CCCCC2 was read as D2 PAM 3.6, D1 ag -1.6, RXFP1 ag -0.3%, Vif-A3G inh -0.5%, GRP78 ERSR act -2.0%, Vif-A3F inh 3.5%, RXFP1 antag -5.9, D1 antag 5.0 and D1 potentiator 0.9.
`CCC(=O)c1ccc(OCC(=O)OCC(=O)NCC2CCCO2)cc1` (configuration not stated) gave D2 PAM -5.5, D1 ag 4.1, RXFP1 ag 9.0%, Vif-A3G inh 3.0%, GRP78 ERSR act -0.6%, Vif-A3F inh -5.6%, RXFP1 antag 5.3, D1 antag 4.9 and D1 potentiator -2.9.
Screening O=C(COC(=O)CN1C(=O)C2CCCCC2C1=O)Nc1ccc(S(=O)(=O)N2CCOCC2)cc1 (configuration not stated) returned D2 PAM 3.5, D1 ag -1.2, RXFP1 ag 1.0%, Vif-A3G inh 0.3%, GRP78 ERSR act -4.0%, Vif-A3F inh -12.0%, RXFP1 antag -0.7, D1 antag 4.8 and D1 potentiator 0.3.
`CCOC(=O)C1=C(COC(=O)/C=C/c2cccc(F)c2)NC(=O)NC1C` (configuration not stated) gave Vif-A3G inh 1.4%, GRP78 ERSR act -2.9%, Vif-A3F inh 3.1% and RXFP1 antag -3.2.
Cc1nc2cc(C(=O)NCCC3=CCCCC3)ccc2n1-c1ccc(Br)cc1 was read as D2 PAM 2.1, D1 ag 1.8, RXFP1 ag 0.4%, Vif-A3G inh -3.6%, GRP78 ERSR act -4.1%, Vif-A3F inh -5.2%, RXFP1 antag -34.0, D1 antag 3.2 and D1 potentiator -4.2.
